Assay outcomes (PubChem)
SNCA expr inhib: Primary qHTS assay for inhibitors of alpha-synuclein gene (SNCA) expression; Potency, µM (titrated, usually from 57.2 µM), inactives show top-dose activity change, negative = inhibition, actives largely listed as inhibitors; AID 1671194, 2021; HEK-293 SNCA-luciferase knock-in, luminescence, 24 h; hit rate 0.17% among 140,000;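 also: potency is read from the fitted curve at half-maximal effect; plate controls were DMSO cells for no effect and cell-free wells for full effect; nearly all actives have a fitted effect of over 45% in size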
GPT2 inhibitor: Primary qHTS assay for inhibitors of Glutamate pyruvate transaminase 2 (GPT2); Alanine aminotransferase 2 (Homo sapiens), Q8TD30; Recombinant GPT2, coupled pyruvate oxidase/HRP Amplex Red fluorescence; Potency, µM (series often up to 57.7 µM), inactives show at the top dose activity change, negative = inhibition, usual class: inhibitors; hit rate 0.25% among 100,000; AID 1671188, 2021; also: potency is read from the fitted curve at half-maximal effect; nearly all actives have a fitted effect of over 60% in size; many of its hits are not listed in these tables
Target sequence (Q8TD30 whole entry, looked up): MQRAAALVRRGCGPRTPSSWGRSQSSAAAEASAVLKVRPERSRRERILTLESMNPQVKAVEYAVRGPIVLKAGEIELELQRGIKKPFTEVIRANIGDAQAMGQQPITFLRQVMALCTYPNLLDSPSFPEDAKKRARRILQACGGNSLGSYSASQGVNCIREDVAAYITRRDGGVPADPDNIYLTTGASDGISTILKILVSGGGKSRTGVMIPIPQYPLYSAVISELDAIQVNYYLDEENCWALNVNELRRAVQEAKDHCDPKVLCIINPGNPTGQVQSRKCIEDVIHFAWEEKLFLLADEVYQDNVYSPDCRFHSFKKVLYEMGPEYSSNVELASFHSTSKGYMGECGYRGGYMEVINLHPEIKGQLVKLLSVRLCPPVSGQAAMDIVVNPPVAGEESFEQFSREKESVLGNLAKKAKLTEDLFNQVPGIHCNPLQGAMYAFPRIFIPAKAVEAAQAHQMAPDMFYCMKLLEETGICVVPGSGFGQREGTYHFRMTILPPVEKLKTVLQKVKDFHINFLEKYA
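Inhibition is scored from Amplex Red fluorescence generated when pyruvate oxidase and HRP act on pyruvate released by GPT2. Reactions contain 10ng/uL enzyme, 250uM a-KG and 2mM L-alanine and run 30 min at room temperature.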
Luciferase inh: Firefly luciferase inhibition profiling of diverse chemical library using quantitative high-throughput screening; purified P. pyralis luciferase, luminescence, biochemical; Potency, µM (top dose mostly 115 µM), without a hit: at the highest dose activity change, negative = inhibition, most hits filed as inhibitors; hit rate 2.5% among 76,000; also: potency is read from the fitted curve at half-maximal effect; nearly all actives have a fitted effect of over 65% in size
Target sequence (P08659 whole entry, looked up): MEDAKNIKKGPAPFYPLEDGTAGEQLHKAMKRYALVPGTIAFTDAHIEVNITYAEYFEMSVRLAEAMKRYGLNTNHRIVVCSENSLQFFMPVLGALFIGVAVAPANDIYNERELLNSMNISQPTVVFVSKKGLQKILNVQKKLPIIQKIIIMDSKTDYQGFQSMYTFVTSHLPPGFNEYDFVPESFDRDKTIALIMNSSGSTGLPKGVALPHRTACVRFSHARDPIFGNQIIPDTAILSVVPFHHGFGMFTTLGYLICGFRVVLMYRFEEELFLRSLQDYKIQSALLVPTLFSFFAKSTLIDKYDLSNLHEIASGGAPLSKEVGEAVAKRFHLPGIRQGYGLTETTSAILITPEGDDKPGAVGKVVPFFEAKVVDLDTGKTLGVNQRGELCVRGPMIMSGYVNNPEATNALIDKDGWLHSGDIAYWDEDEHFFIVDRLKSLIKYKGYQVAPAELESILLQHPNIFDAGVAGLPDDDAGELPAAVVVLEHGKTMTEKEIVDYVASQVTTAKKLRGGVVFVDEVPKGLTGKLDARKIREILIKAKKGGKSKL
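Inhibitors were tested against purified firefly luciferase in a biochemical, low-substrate format (both substrates at 10uM) and luminescence measured with a CCD imager.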
SNCA viab count: GF-AFC viability counterscreen for inhibitors of alpha-synuclein gene (SNCA) expression. HEK-293-SNCA-luc viability, GF-AFC fluorescence, 24 h. Potency, µM (highest dose often 57.1 µM), for the others: at the highest dose activity change, negative = cytotoxicity, most hits filed as cytotoxic. hit rate 0.12% among 150,000. AID 1671193, 2021;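 also: potency is read from the fitted curve at half-maximal effect; 0% = DMSO-treated cells and -100% = medium-only wells without cells; nearly all actives have a fitted effect of over 30% in size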
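Cytotoxicity counterscreen: after 24 h compound treatment of genome-edited SNCA-luciferase HEK-293 cells, live-cell protease substrate GF-AFC read by fluorescence after 30 min; activity scaled between DMSO (0%) and medium-only (-100%), curves Hill-fitted.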
IP6K1 inhibitor: Primary qHTS assay for small molecule inhibitors of Inositol hexaphosphate kinase 1 (IP6K1). Inositol hexakisphosphate kinase 1 (Homo sapiens), Q92551. IP6K1 kinase, ADP-Glo luminescence, 2 h; active compounds read low. activity change, % (series mostly up to about 58 µM). hit rate 0.81% among 140,000. AID 1645851, 2021; in the data active = activity change below about -25%
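ADP-Glo luminescence measures ADP made by human IP6K1 during a 2 h RT reaction with ATP/IP6 (mix at 1.3 mM/130 uM); top library doses 57.5 and 19.1 uM final.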
HEK cytotox: Cytotoxic Profiling in HEK 293 Cell Line of Diverse Libraries Using Quantitative High-Throughput Screening. hit rate 6.6% among 94,000. Potency, µM (doses to about 115 µM), for inactives: at the top dose activity change, negative = cytotoxicity, usual class: inhibitors. HEK 293 viability, ATP luminescence (CellTiter-Glo), 48-72 h. AID 1345083, 2018; also: potency is read from the fitted curve at half-maximal effect; nearly all actives have a fitted effect of over 60% in size
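Cells seeded first (HEK 293, 250 cells/well), then compound added by pintool. Incubation ran 48 or 72 hr at 37 degree Celsius. CellTiter-Glo was added and luminescence imaged after 10 min at room temperature.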
NIH3T3 tox: Cytotoxic Profiling in NIH 3T3 Cell Line of Diverse Libraries Using Quantitative High-Throughput Screening | NIH 3T3 viability, CellTiter-Glo ATP luminescence, 48-72 h | Potency, µM (doses to about 96.7 µM), for inactives: top-dose activity change, negative = cytotoxicity, hits mostly inhibitors | hit rate 4.3% among 94,000 | AID 1345082, 2018; also: potency is read from the fitted curve at half-maximal effect; nearly all actives have a fitted effect of over 55% in size
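NIH 3T3 cells at 400 cells/well received 23 nL of compound by pintool and were incubated 48 or 72 h at 37 °C. Viability was read as ATP-coupled CellTiter-Glo luminescence.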
* marks the source's active call; other numbers are inactive results; [ ] = remark or other dose. Unless noted, calls follow the shape of the dose curve; as a rule, active = well fitted curve in the direction sought with a large enough effect; inconclusive = small, poorly fitted or top-dose-only effect, or another doubt; inactive = no such curve, though single readings can be large; an effect the other way counts as inactive or inconclusive. Unless noted, % is scaled to controls: 0 for no effect and ±100 for the full control effect. The list is partial; rates above refer to the full screens.

Cc1ccc(NC(=O)CCCc2nc(-c3ccco3)no2)cc1Cl was read as SNCA expr inhib 8%, SNCA viab count 5% and IP6K1 inhibitor 11.
For CCN(CCCNC(=O)c1cc2c(=O)n(C)c3ccccc3c2s1)Cc1ccccc1 the results were SNCA expr inhib 20%, SNCA viab count -1% and IP6K1 inhibitor 1.
COc1ccc(NC(=O)CN2C(=O)CCn3nc(-c4cccn4C)cc32)cc1Cl was read as SNCA expr inhib 22%, SNCA viab count -17% and IP6K1 inhibitor 22.
`COc1ccccc1Nc1ccnc(N2CCC[C@H]2C(=O)NC(C)C)n1` gave SNCA expr inhib inconclusive, GPT2 inhibitor inactive, SNCA viab count -4%, IP6K1 inhibitor -15, HEK cytotox inactive and NIH3T3 tox 4%.
For CC1CC(=O)C2=C(O1)OC1(C)CCC3C(C)(C)C4OC4C(=O)C3(C)C1C2 (stereo unspecified) the results were GPT2 inhibitor inactive, SNCA viab count -13% and IP6K1 inhibitor -4.
Screening CCNC(=O)c1ccc2nc(CCc3ccccc3)oc2c1 returned SNCA expr inhib 188%[activator], SNCA viab count -2% and IP6K1 inhibitor 14.
`CCCCCCCCNC(C)C(O)c1ccc(SC(C)C)cc1` (stereo unspecified) gave SNCA expr inhib -8%[25.6 µM], GPT2 inhibitor -3%, SNCA viab count 11%[23.9 µM] and IP6K1 inhibitor 11.
O=C1[C@H]2CN(Cc3cccc(Cl)c3F)C[C@H]2C(=O)N1CCc1ccccc1 was read as SNCA expr inhib -4%, GPT2 inhibitor -8%, Luciferase inh 1%, SNCA viab count -10%, IP6K1 inhibitor -8, HEK cytotox inconclusive and NIH3T3 tox inconclusive.
Screening Fc1ccc(-c2cc(CC3(NCc4cccc5c4OCO5)COC3)no2)cc1 returned SNCA expr inhib -4%[87.6 µM], GPT2 inhibitor -1%[88.5 µM], Luciferase inh -19%[172 µM], SNCA viab count -6%[87.6 µM], IP6K1 inhibitor -11, HEK cytotox inconclusive and NIH3T3 tox inconclusive.
Screening O=C1c2oc3ccccc3c(=O)c2C(c2cccc(O)c2)N1c1nncs1 (stereo unspecified) returned SNCA expr inhib 19%, SNCA viab count 9% and IP6K1 inhibitor 9.
O=S1(=O)CCC(Cc2nc(-c3ccccn3)nn2Cc2ccccc2)C1 (stereo unspecified) was read as SNCA expr inhib -2%, GPT2 inhibitor 1%, Luciferase inh 8%, SNCA viab count 6%, IP6K1 inhibitor 2, HEK cytotox -7% and NIH3T3 tox -20%.
`COc1ccc(C(=O)N2CCCC(C(=O)N3CCCC(c4nc5ncccc5[nH]4)C3)C2)cc1` (stereo unspecified) gave SNCA expr inhib -1%, GPT2 inhibitor 0%, SNCA viab count 8%, IP6K1 inhibitor 31, HEK cytotox -33% and NIH3T3 tox inconclusive.
CC(C)S(=O)(=O)N1CCC(N2C(=O)C3(CCCC3)C2c2ccccc2)CC1 (stereo unspecified) was read as SNCA expr inhib 12%, GPT2 inhibitor -24%, Luciferase inh 10%, SNCA viab count 5%[12.5 µM], IP6K1 inhibitor -5, HEK cytotox inconclusive and NIH3T3 tox inconclusive.
O=C(NCc1ccc(F)cc1F)c1noc(-c2ccc3c(c2)OCO3)n1 was read as SNCA expr inhib 54%[activator], GPT2 inhibitor -1%, Luciferase inh inconclusive, SNCA viab count 8%, IP6K1 inhibitor -3, HEK cytotox inconclusive and NIH3T3 tox inconclusive.
CN(CC1CCOCC1)S(=O)(=O)c1ccccc1F was read as SNCA expr inhib 2%, GPT2 inhibitor 3%, Luciferase inh -5%, SNCA viab count -8%, IP6K1 inhibitor 6, HEK cytotox -6% and NIH3T3 tox -8%.
For COC(=O)CNC(=O)c1cn2cc(-c3ccccc3)sc2n1 the results were SNCA expr inhib 31%[activator][87.6 µM], GPT2 inhibitor inactive, SNCA viab count 6%[87.6 µM], IP6K1 inhibitor 0, HEK cytotox -8%[172 µM] and NIH3T3 tox inconclusive.
O=C(NCc1cccnc1)C1CCN(c2cn[nH]c(=O)c2)C1 (stereo unspecified) was read as SNCA expr inhib -23%, GPT2 inhibitor inactive, Luciferase inh -3%, SNCA viab count 10%, IP6K1 inhibitor 0, HEK cytotox inactive and NIH3T3 tox inactive.
For Fc1ccc(Cc2nc3nccc(-c4ccco4)n3n2)cc1 the results were SNCA expr inhib 26%, GPT2 inhibitor -8%, Luciferase inh -2%, SNCA viab count 1%, IP6K1 inhibitor 1, HEK cytotox inconclusive and NIH3T3 tox -27%.
C=C(C)CN(CC)C(=O)c1coc(CN2CCN(C/C=C/c3ccccc3)CC2)n1 was read as SNCA expr inhib inconclusive, GPT2 inhibitor 5%, Luciferase inh 8%, SNCA viab count inconclusive, IP6K1 inhibitor 2, HEK cytotox inconclusive and NIH3T3 tox -16%.
Screening Cc1ccc(C)c(N2CCN(C(=O)CCNS(=O)(=O)c3ccc4c(c3)CCN4C(=O)C3CC3)CC2)c1 returned SNCA expr inhib -6%, SNCA viab count 5% and IP6K1 inhibitor -5.

Overlap with the part before: four entries, then new ones.
O=C(NCc1cccnc1)C1CCN(c2cn[nH]c(=O)c2)C1 (stereo unspecified) was read as SNCA expr inhib -23%, GPT2 inhibitor inactive, Luciferase inh -3%, SNCA viab count 10%, IP6K1 inhibitor 0, HEK cytotox inactive and NIH3T3 tox inactive.
For Fc1ccc(Cc2nc3nccc(-c4ccco4)n3n2)cc1 the results were SNCA expr inhib 26%, GPT2 inhibitor -8%, Luciferase inh -2%, SNCA viab count 1%, IP6K1 inhibitor 1, HEK cytotox inconclusive and NIH3T3 tox -27%.
C=C(C)CN(CC)C(=O)c1coc(CN2CCN(C/C=C/c3ccccc3)CC2)n1 was read as SNCA expr inhib inconclusive, GPT2 inhibitor 5%, Luciferase inh 8%, SNCA viab count inconclusive, IP6K1 inhibitor 2, HEK cytotox inconclusive and NIH3T3 tox -16%.
Screening Cc1ccc(C)c(N2CCN(C(=O)CCNS(=O)(=O)c3ccc4c(c3)CCN4C(=O)C3CC3)CC2)c1 returned SNCA expr inhib -6%, SNCA viab count 5% and IP6K1 inhibitor -5.
For O=C([C@H]1CCCN1C(=O)c1ccc(F)cc1)N1CCC(N2CCOC2=O)CC1 the results were SNCA expr inhib 17%, GPT2 inhibitor inactive, SNCA viab count 5%, IP6K1 inhibitor -7, HEK cytotox -4% and NIH3T3 tox -13%.
CCOC(=O)N1CCC(NC(=O)c2ccc3c(c2)N(Cc2ccc(F)cc2)C(=O)c2ccccc2S3=O)CC1 (stereo unspecified) was read as SNCA expr inhib inconclusive, SNCA viab count -23% and IP6K1 inhibitor 0.
For CCc1nnc2c3ccccc3nc(Nc3ccc(C(C)=O)cc3)n12 the results were SNCA expr inhib 15%, SNCA viab count -16% and IP6K1 inhibitor -14.
Screening CCOC(=O)c1oc2ccc(S(=O)(=O)n3nc(-c4cc(OC)cc(OC)c4)cc3N)cc2c1C returned SNCA expr inhib 3%, SNCA viab count -15% and IP6K1 inhibitor 31.
`COCCOc1ccc2c(n1)CCN(C(=O)Cc1cccc(F)c1)C2` gave SNCA expr inhib 45%[activator], GPT2 inhibitor -9%, Luciferase inh -13%, SNCA viab count -6%[12.5 µM], IP6K1 inhibitor -17, HEK cytotox inconclusive and NIH3T3 tox -16%.
`CCC1(C(=O)O)CCCCC(=O)N1` (stereo unspecified) gave SNCA expr inhib -14%, GPT2 inhibitor inactive, Luciferase inh -1%, SNCA viab count 3%, IP6K1 inhibitor 10, HEK cytotox 3% and NIH3T3 tox -1%.
For Oc1ccccc1-c1nc(/C=C/c2ccc(F)cc2)nn1-c1ccccc1 the results were SNCA expr inhib 19%, SNCA viab count 1% and IP6K1 inhibitor -3.
O=C(NCc1ccc(F)cc1)c1noc(-c2ccc3c(c2)OCO3)n1 was read as SNCA expr inhib 16%, GPT2 inhibitor inactive, Luciferase inh inconclusive, SNCA viab count 9%, IP6K1 inhibitor -4, HEK cytotox -26% and NIH3T3 tox -7%.
Screening Cc1ccc(NC(=O)c2cccc(N3CCCS3(=O)=O)c2)cc1 returned SNCA expr inhib 59%[activator], SNCA viab count 6% and IP6K1 inhibitor 16.
`COc1ccccc1N1CCN([C@@H]2[C@H](O)[C@H](CO)O[C@@H]2CN(Cc2ccc(F)cc2)Cc2ccc(F)cc2)CC1` gave SNCA expr inhib inconclusive, GPT2 inhibitor 2%, Luciferase inh 2%, SNCA viab count inconclusive, IP6K1 inhibitor -4, HEK cytotox 28µM* and NIH3T3 tox 32µM*.
Screening O=C(c1ccc(Cl)cc1)N1CCC(N2Cc3ccccc3C2=O)CC1 returned SNCA expr inhib inconclusive, GPT2 inhibitor 4%, SNCA viab count -19%, IP6K1 inhibitor -7, HEK cytotox -20% and NIH3T3 tox inconclusive.
`O=C(c1cccc(Cl)c1)n1nc(-c2cccnc2)nc1NCc1ccccc1` gave SNCA expr inhib 34%[activator], SNCA viab count 3% and IP6K1 inhibitor -22.
For Cc1nn(C(=O)CCCC(=O)N2CCCC2c2nc(C3CCOCC3)no2)c2ccccc12 (stereo unspecified) the results were SNCA expr inhib -1%, GPT2 inhibitor -3%, Luciferase inh -10%, SNCA viab count 2%, IP6K1 inhibitor 0, HEK cytotox -25% and NIH3T3 tox -18%.
Screening COc1cccc(CNC(=O)C(CC(C)C)NS(=O)(=O)c2ccc3c(c2)oc(=O)n3C)c1 (stereo unspecified) returned SNCA expr inhib 1%, SNCA viab count 2% and IP6K1 inhibitor -3.
For COc1cccc(-c2cc(C(=O)NCCCc3ccccc3)c3cnn(C)c3n2)c1 the results were IP6K1 inhibitor -6, HEK cytotox inconclusive and NIH3T3 tox inconclusive.
`O=C(NCc1ccc2c(c1)OCO2)c1ccc2c(c1)N(Cc1c(F)cccc1Cl)C(=O)c1ccccc1S2` gave SNCA expr inhib -3%, SNCA viab count -3% and IP6K1 inhibitor 25.
CN1CCCCCC(O)c2cc(C(=O)N3CCOCC3)ccc21 (stereo unspecified) was read as SNCA expr inhib 0%, GPT2 inhibitor 5%, Luciferase inh -14%, SNCA viab count 3%, IP6K1 inhibitor 3, HEK cytotox -29% and NIH3T3 tox inconclusive.
`COc1ccc(N2CCN(C(=O)Cn3c(-c4cnccn4)nc(C)c(C)c3=O)CC2)cc1` gave SNCA expr inhib -9%, GPT2 inhibitor inconclusive, Luciferase inh -4%, SNCA viab count -12%, IP6K1 inhibitor 8, HEK cytotox -21% and NIH3T3 tox -13%.
